Assay outcomes from PubChem BioAssay.
Mdm2 MdmX PPI: disrupts the human Mdm2-MdmX interaction; O15151+Q00987; SaOS-2 split-luciferase Mdm2/MdmX complementation, luminescence; inhibition, % at 8 µM; hit rate 3% among 330,000;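 active means inhibition of at least 50% at 8 µM in the primary screen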
Target sequence (O15151 whole entry, looked up): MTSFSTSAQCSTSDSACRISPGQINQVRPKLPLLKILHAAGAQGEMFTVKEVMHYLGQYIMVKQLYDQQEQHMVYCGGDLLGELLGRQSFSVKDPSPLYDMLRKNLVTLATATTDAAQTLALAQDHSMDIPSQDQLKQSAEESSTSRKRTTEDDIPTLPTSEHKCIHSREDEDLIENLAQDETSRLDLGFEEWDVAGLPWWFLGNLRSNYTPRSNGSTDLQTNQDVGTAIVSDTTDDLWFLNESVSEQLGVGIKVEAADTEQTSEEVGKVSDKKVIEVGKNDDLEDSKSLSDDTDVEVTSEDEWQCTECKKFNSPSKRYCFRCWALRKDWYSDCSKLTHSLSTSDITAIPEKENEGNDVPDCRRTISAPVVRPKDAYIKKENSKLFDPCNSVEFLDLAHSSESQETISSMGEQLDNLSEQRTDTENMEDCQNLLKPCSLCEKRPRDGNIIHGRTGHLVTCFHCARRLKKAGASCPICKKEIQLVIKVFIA
Target sequence (Q00987 whole entry, looked up): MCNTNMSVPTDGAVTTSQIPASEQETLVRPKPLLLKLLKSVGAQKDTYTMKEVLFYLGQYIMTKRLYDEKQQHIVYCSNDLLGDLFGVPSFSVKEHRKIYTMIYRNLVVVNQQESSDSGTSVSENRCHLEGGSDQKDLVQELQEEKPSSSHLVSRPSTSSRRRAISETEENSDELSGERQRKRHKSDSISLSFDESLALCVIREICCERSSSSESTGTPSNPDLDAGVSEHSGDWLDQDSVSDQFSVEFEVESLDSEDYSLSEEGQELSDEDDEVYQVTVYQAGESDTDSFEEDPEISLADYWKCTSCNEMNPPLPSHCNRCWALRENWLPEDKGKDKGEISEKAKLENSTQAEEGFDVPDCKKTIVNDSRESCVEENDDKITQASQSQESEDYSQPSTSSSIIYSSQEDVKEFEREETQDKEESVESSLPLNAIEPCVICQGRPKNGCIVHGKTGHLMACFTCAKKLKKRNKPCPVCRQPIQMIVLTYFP
Jurkat NFkB inh: inhibitors of the PMA/ionomycin-induced NF-kB reporter in Jurkat cells; PMA/ionomycin-induced NF-kB luciferase reporter, luminescence; inhibition, % at 4 µM; hit rate 0.53% among 330,000; AID 435003; in the data active means inhibition above about 50%
tim23-1 inh: inhibits growth of tim23-1 mutant yeast; inhibition, % at 20 µM; S. cerevisiae tim23-1 growth, BacTiter-Glo luminescence, 24 h; hit rate 1.3% among 330,000;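 active means growth inhibition of the mutant yeast at or above 50%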;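 further: temperature-sensitive mutant grown at 25 °C; plate controls were DMSO-treated mutant yeast for no effect and medium wells lacking yeast for full effect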
CHOP UPR activ: apoptotic UPR (CHOP) activation; hit rate 0.34% among 330,000; AID 449763; activation, % at 10 µM; CHO-CHOP luciferase reporter, luminescence; percent of tunicamycin response over DMSO baseline;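 active means at 10 µM dose, activation of 40% or more, normalized to positive control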;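 further: 100% = tunicamycin at 10 µg/mL and 0% = DMSO alone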
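System: CHO-CHOP luciferase reporter cell line; amount: 500 cells/well; buffer or medium: F12 medium containing 10% fetal bovine serum; incubation: 6 h compound exposure at 37 °C after overnight seeding; measured by: luciferase luminescence after 10 min with Steady-Glo reagent; evaluation: % reporter activation, DMSO baseline versus tunicamycin full activation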
697 NFkB inh: lowers PMA/ionomycin-induced NF-kB signal in 697 B cells. 697 B-cell NF-kB luciferase reporter, 16 h. hit rate 0.33% among 330,000. inhibition, % at 4 µM; in the data active means inhibition above about 35%
XBP1 UPR activ: activators of adaptive arm of unfolded protein response (XBP1); activation, % at 20 µM; hit rate 0.33% among 330,000; AID 463104; CHO-XBP1 luciferase reporter, IRE1-XBP1 UPR activation, luminescence; percent of tunicamycin response, DMSO as zero;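 active means versus positive control, 20 µM dose yields 30% or more activation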;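 further: 100% = tunicamycin at 10 µg/mL and 0% = DMSO only wells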
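Material: CHO cell line with stable XBP1 luciferase reporter; buffer or medium: F12 medium containing 10% fetal bovine serum; compound: single point, 20 µM final compound, 1% DMSO; incubation: 6 h treatment, 37 °C; measured by: glow luminescence from Steady-Glo reagent; evaluation: activation, % of tunicamycin; control set: tunicamycin high, DMSO low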
APJ antag: APJ receptor antagonism; P35414; CHO-K1 APJ beta-arrestin complementation, luminescence; inhibition, % at 20 µM; hit rate 0.32% among 330,000; AID 2521;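 active means inhibition above about 40% at 20 µM, limit read from the data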;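 further: cells challenged with 10 nM apelin-13 agonist together with compound; plate controls were apelin-13 plus DMSO wells for no effect and DMSO wells lacking apelin-13 for full effect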
APJ agonist: agonists of human APJ apelin receptor; P35414; CHO-K1 APJ PathHunter beta-arrestin, luminescence; 0% DMSO wells, 100% apelin; activation, % at 20 µM; hit rate 0.11% among 330,000;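 active means activation more than six SD over the plate average, tested at 20 µM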;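 further: 0% = DMSO alone and 100% = apelin-13 at 10 nM; some results filed as inactive read as strong as hits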
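Material: CHO-K1 APJ beta-arrestin complementation cell line; Input: cell density 1000 per well; Incubation: compound stimulation 90 min at 25 °C, detection 60 min; Signal: luminescence from split beta-galactosidase complementation, Galacton Star/Emerald II substrate; Controls: DMSO-only wells as negative, 10 nM Apelin-13 as positive control.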
* = called active by the depositor.

Second line of a record – tim23-1 inh	Mdm2 MdmX PPI	Jurkat NFkB inh	APJ agonist	CHOP UPR activ	XBP1 UPR activ	697 NFkB inh	APJ antag
#1 COc1ccc(NC(=O)c2c(C)oc3c2CCCC3)cc1
 : 13.6	4.4	-5.0	-4.0	0.7	-3.2	-5.6	-4.5
#2 Cc1ccc(C(NC(N)=O)c2ccccc2)cc1 (configuration not stated)
 : 8.6	-20.4	12.0	3.5	-1.3	-5.5	10.9	-5.2
#3 O=C(c1cccc(OC2CCN(Cc3ccc(F)cc3)CC2)c1)N1CCCC1
 : -1.6	29.7	8.0	2.5	-1.1	-3.0	-3.0	4.4
#4 COc1ccc(-c2nc(N)ncc2-c2csc(C)n2)c(O)c1
 : 14.5	7.1	-3.2	8.8	-0.2	0.1	-7.0	10.9
#5 CC(C)NC(=O)COC(=O)CNC(=O)c1cc(Cl)cc([N+](=O)[O-])c1
 : -8.9	20.9	23.1	1.7	0.5	-0.6	2.0	13.9
#6 COc1cc(OC)cc(C(=O)N2CCN(Cc3cccc(F)c3)CC2)c1
 : 14.1	-11.8	-8.5	-0.9	-3.6	1.3	1.5	2.0
#7 COC(=O)c1c(C)[nH]c(C)c1-c1ccccc1Cl
 : 18.0	9.0	-11.8	0.1	-1.7	-4.0	-13.7	14.5
#8 COc1ccc(C/C(N)=N/OC(=O)c2ccc(Cl)cc2)cc1
 : 43.3	7.6	-2.4	7.1	0.3	-0.2	-0.8	-19.2
#9 COc1ccc(-c2cc(C(=O)Nc3cc(C)ccc3O)no2)cc1
 : 4.6	56.5*	62.4*	-1.4	4.0	8.2	-143.1	-12.0
#10 CCN(CC)c1ccc(/C=N/NC(=O)c2cccc(S(=O)(=O)N3CCOCC3)c2)c(O)c1
 : -11.3	75.4*	63.7*	-0.1	-3.1	-0.3	-9.8	4.9
#11 Cc1cc(C(C)(C)C)cc(S(=O)(=O)NCC(=O)O)c1C
 : 11.1	10.0	3.0	-2.0	-1.2	5.4	-3.8	-0.4
#12 O=S(=O)(NCc1ccccc1)c1ccc(Br)c2nsnc12
 : 19.0	10.5	4.3	-1.7	-0.4	-1.4	16.2	7.2
#13 CC(=O)N1CCc2cc(S(=O)(=O)N3CC(C)CC(C)C3)ccc21 (configuration not stated)
 : 21.3	15.8	10.9	0.7	-1.1	-6.8	1.9	-5.7
#14 O=C(NCCc1ccc(Cl)cc1Cl)c1cc([N+](=O)[O-])c[nH]c1=O
 : 13.9	16.0	-20.2	-2.9	-0.8	-2.4	-17.9	8.8
#15 C/C=C/c1ccc(OCCCCN2CCC(C)CC2)c(OC)c1
 : 11.7	-26.0	1.9	-1.4	0.2	-0.6	-7.6	-18.9

Ordered by value in APJ agonist (smallest number first): 4 of the compounds above
entry | Molecule | APJ agonist
11 | Cc1cc(C(C)(C)C)cc(S(=O)(=O)NCC(=O)O)c1C | -2.0
13 | CC(=O)N1CCc2cc(S(=O)(=O)N3CC(C)CC(C)C3)ccc21 (configuration not stated) | 0.7
3 | O=C(c1cccc(OC2CCN(Cc3ccc(F)cc3)CC2)c1)N1CCCC1 | 2.5
4 | COc1ccc(-c2nc(N)ncc2-c2csc(C)n2)c(O)c1 | 8.8

Next results:
Second line of a record – tim23-1 inh	Mdm2 MdmX PPI	Jurkat NFkB inh	APJ agonist	CHOP UPR activ	XBP1 UPR activ	697 NFkB inh	APJ antag
#16 CC(C)NC(=O)NC(=O)COC(=O)c1ccc(OC(F)(F)F)cc1
 : 23.1	9.8	-3.7	-1.8	-1.7	-3.5	12.9	0.9
#17 CC(OC(=O)c1cccs1)C(=O)NCc1ccc2c(c1)OCO2 (configuration not stated)
 : 3.5	11.8	5.0	-2.6	-0.1	-1.0	-5.6	9.7
#18 CCN(CC(=O)NCCCN1CCOCC1)S(=O)(=O)c1ccc(F)cc1
 : -8.0	26.0	7.5	0.5	-1.0	1.8	7.1	9.4
#19 CCOC(=O)Cc1nnc(NC(=O)COc2ccc(C)cc2)s1
 : 12.6	22.1	-11.7	-4.9	-1.0	-0.1	17.2	-15.2
#20 C=CC[C@@H](CC(=O)N(CCO)Cc1ccccc1)C(=O)N[C@H](COC(=O)[C@@H](CC=C)Cc1ccc(F)cc1)Cc1c[nH]c2ccccc12
 : 8.0	88.3*	-10.5	-4.6	19.7	-0.6	-1.4	7.4
#21 Cc1nn(C)cc1C(C)NCc1c(C(=O)N2CCCCCCC2)nc2ccc(Cl)cn12 (configuration not stated)
 : 14.4	12.4	7.8	-3.8	1.5	0.1	12.7	4.1
#22 CC1c2cccn2CCN1S(=O)(=O)c1ccc(F)cc1 (configuration not stated)
 : -2.8	15.3	-0.6	-1.1	1.2	0.1	22.2	4.5
#23 Cc1ccc2cc3c(nc2c1)OCC3
 : 11.4	0.7	-14.8	-4.7	1.0	4.4	-3.5	-2.1
#24 CCN(CC)C(=O)COc1ccc(-c2ccccc2)cc1
 : 22.8	-41.3	-58.0	-0.4	0.2	3.9	-46.5	-6.2
#25 C=CCC(NCc1ccccc1)c1ccc(Cl)cc1 (configuration not stated)
 : 26.7	18.1	-11.2	-3.7	-1.2	-2.4	-12.1	-12.1
#26 CCC1CN(C(=O)N2CCC(C(=O)NCc3ccc(C)o3)CC2)c2ccccc2O1 (configuration not stated)
 : 11.9	13.7	3.0	-3.0	2.0	-3.7	-7.4	24.2
#27 COC(=O)c1ccc(C(=O)OC)c(NC(=O)COC(=O)C2CCC(C(C)(C)C)CC2)c1 (configuration not stated)
 : 11.1	13.3	-1.3	-6.3	0.2	-2.2	26.7	8.4
#28 COc1cc(/C=N/Nc2nc3c(c(=O)n(C)c(=O)n3C)n2Cc2ccccc2)ccc1OC(=O)c1ccco1
 : 10.9	33.8	20.4	2.7	6.4	7.1	-2.7	-44.5
#29 CCCC[C@@H](CN[C@H](C)CNC)NCC1CCC(C(C)(C)C)CC1 (some centres not stated)
 : -5.7	100.2*	52.6*	-5.5	8.0	10.6	18.5	24.5
#30 O=C(CSc1nc2ccccc2[nH]1)N=Nc1c(O)[nH]c2ccccc12
 : 5.1	-1.8	-17.6	-1.0	1.8	2.5	-0.1	-8.1

Entries by screen from the entries so far:
Nos. 20–28 in Jurkat NFkB inh read -10.5, 7.8, -0.6, -14.8, -58.0, -11.2, 3.0, -1.3, 20.4

Individual results from the results shown:
697 NFkB inh result of COc1cc(/C=N/Nc2nc3c(c(=O)n(C)c(=O)n3C)n2Cc2ccccc2)ccc1OC(=O)c1ccco1 stands at -2.7
697 NFkB inh result of Cc1ccc2cc3c(nc2c1)OCC3 stands at -3.5

Going on with the list.
Second line of a record – tim23-1 inh	Mdm2 MdmX PPI	Jurkat NFkB inh	APJ agonist	CHOP UPR activ	XBP1 UPR activ	697 NFkB inh	APJ antag
#31 COc1cc(C)c(S(=O)(=O)NC2CC(C)(C)NC(C)(C)C2)cc1C
 : -2.5	11.4	-8.1	-4.2	3.5	-0.9	2.2	-1.8
#32 CCCC(=O)c1c(NC)cc(C)oc1=O
 : 12.0	-24.2	-7.1	-0.7	0.2	1.8	-17.3	-7.1
#33 COc1ccnc(-n2cccc2/C=N/O)c1C#N
 : -3.7	6.0	4.1	-3.1	-1.7	-0.1	-0.6	3.9
#34 CCc1ccc(N2CC(C(=O)Nc3nnc(CC)s3)CC2=O)cc1 (configuration not stated)
 : 4.4	17.4	-0.4	-2.4	-1.5	-9.1	19.7	61.5*
#35 Cc1cnc(NC(=O)CCNC(=O)c2ccccc2Cl)s1
 : -5.0	-2.5	-21.0	-1.9	-1.6	-2.3	2.3	-6.6
#36 N#Cc1cc2cc3c(cc2nc1N1CCCCC1)OCCO3
 : -9.1	-164.5	-40.9	1.4	4.8	6.4	-6.0	-5.8
#37 Fc1ccccc1NC(=S)N1CCN(c2ccccn2)CC1
 : 9.4	13.2	-18.4	-2.1	1.0	-3.9	9.4	-10.3
#38 Cc1ccc(OC(=O)CCC(=O)OCCCC(F)(F)C(F)(F)F)cc1
 : 5.8	-17.2	4.0	-1.8	1.8	-1.7	5.0	-4.6
#39 CCC(c1nnc(SCc2nc3ccccc3s2)n1Cc1ccccc1)N(C)C (configuration not stated)
 : 23.1	-29.5	-62.7	0.5	4.6	1.7	-128.4	16.2
#40 Cn1c(SCC(=O)Nc2cc(Cl)cc(Cl)c2)nnc1-c1ccc2nonc2c1
 : -10.2	70.7*	6.0	-2.7	2.3	-3.9	38.5*	13.5
#41 Cc1cccc(NC(=O)CSc2nc(C)c(Cc3ccccc3)c(=O)[nH]2)c1
 : -0.3	17.4	1.3	-1.8	-0.2	-4.1	16.1	-3.0
#42 CC(C)(C)NC(=O)CSCc1c(Cl)cccc1Cl
 : 16.0	5.1	-10.6	-4.1	-1.8	-0.7	-24.0	-7.0
#43 COc1ccc(C(=O)Nc2ccc(C)cc2C(=O)c2ccccc2)c(OC)c1
 : 32.4	-34.7	-8.1	-3.5	-2.6	0.3	3.9	-15.0
#44 CN1CCN(c2cc(=O)n(-c3ccc(Cl)cc3)c(=O)[nH]2)CC1
 : -4.9	22.0	-7.8	-2.7	0.5	-0.2	24.8	-71.3
#45 COc1ccc(C)cc1NC(=O)c1ccc2c(=O)n3c(nc2c1)CCCCC3
 : 36.1	30.8	8.0	0.1	5.8	-2.3	6.5	21.5
#46 NS(=O)(=O)c1ccc(Sc2nc3ccccc3s2)c([N+](=O)[O-])c1
 : 32.7	78.9*	97.6*	7.9	-0.7	-4.6	-30.4	-23.3
#47 COc1ccc(CNC(=O)CSc2nnc(C3CC3)n2C2CC2)cc1
 : -6.7	23.0	8.6	0.2	-0.6	-3.6	22.3	10.8
#48 COCCNC(=O)C(c1ccc(F)cc1)N(C(=O)CCC(=O)Nc1nccs1)c1cccc(C)c1 (configuration not stated)
 : -3.6	-8.0	-6.1	-6.4	1.5	-0.3	1.8	17.9
#49 N#C/C(=C\c1cccc(O)c1)C(=O)Nc1ccc2c(c1)OCCO2
 : 37.7	-4.0	15.1	-1.5	11.5	6.9	4.0	-68.5
#50 CCOc1ccc(CN(C)CC(O)COC(c2ccc(OC)cc2)c2ccc(OC)cc2)cc1 (configuration not stated)
 : -1.0	59.4*	15.0	-3.4	2.0	0.7	6.9	1.4
#51 Cc1ccc(C(=O)N2CCN(C(=O)c3ccc(C)cc3)C2)cc1
 : -9.9	10.3	4.7	-4.6	1.2	-1.9	22.5	3.6
#52 COc1ccc(C(=O)NCCc2nnc3ccc(SCC(=O)Nc4ccccc4)nn23)cc1
 : -4.4	0.3	-8.7	-6.0	-0.6	-3.9	-35.4	-26.0
#53 C/C(=N\NC(=O)c1cc(O)cc(O)c1)c1ccc(NC(=O)Cc2ccccc2)cc1
 : 10.5	6.3	-57.5	7.2	2.5	0.9	-60.8	-34.2
#54 CC(OC(=O)c1cccc(N2C(=O)c3ccccc3C2=O)c1)C(=O)Nc1ccc(N(C)C)cc1 (configuration not stated)
 : -2.3	-34.9	-24.8	-0.2	1.6	2.2	-42.3	-2.8
#55 Cc1ccc(NC(=O)Cn2nnc(C(=O)NCCc3ccccc3)c2N)cc1Cl
 : 6.0	53.4*	-4.8	-1.4	1.9	-2.2	-15.9	23.1
#56 NS(=O)(=O)c1ccc(CNC(=O)c2ccncc2)cc1
 : 12.1	12.1	0.7	-1.5	1.0	-2.1	0.4	5.9
#57 COc1ccccc1C(=O)NC(=O)COC(=O)c1cccc(NC(C)=O)c1
 : 4.9	6.0	-4.3	12.1	4.0	2.5	-11.0	16.5
#58 O=C(NCCS(=O)(=O)N1CCCCCC1)c1ccccc1
 : -14.1	-5.1	-4.7	-7.0	0.8	-1.1	6.8	15.2
#59 COc1ccc(/C=C2\SC(=S)N(CC(=O)N(C)C3CCS(=O)(=O)C3)C2=O)cc1 (configuration not stated)
 : -6.2	4.0	-21.8	3.7	0.3	-2.4	-24.8	20.3
